# Source: PubChem BioAssay (National Center for Advancing Translational Sciences (NCATS))
# S2 tox: reduces viability in counter-screen for ATXN expression inhibitors; AID 651635; 400,000 tested, 0.49% active; Potency, µM (titrated, usually from 56.7 µM), most hits filed as cytotoxic; S2 cells (HEK-293 line with an ATXN2-luciferase reporter) viability, CellTiter-Fluor protease fluorescence, 24 h; note: potency is the fitted concentration of half-maximal effect; nearly all actives have a fitted effect of over 40% in size
# IL1B secr inh: inflammasome signaling inhibition, IL-1 beta readout; activity change, % at 57.5 µM; THP-1 LPS/ATP IL-1B secretion, AlphaLISA, 16 h; stronger effect = lower value; 360,000 tested, 4.7% active; AID 743279; in the data active = activity change below about -50%; inconclusive = mostly about -30% to -49%; note: % is set by controls: 0 for no effect and ±100 for the full control effect
#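 Secreted IL-1B measured by AlphaLISA bead assay after 16 h compound exposure of THP-1 cells; compounds (final up to 57.5 uM) added 1 h before LPS (250 ng/mL) and ATP (1.25 mM) stimulation; lower signal means less secretion.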
# SW480 rereplic: inducers of DNA re-replication in SW480 colon cancer cells; AID 624297; 340,000 tested, 1.8% active; SW480 DNA re-replication, Hoechst DNA content imaging, 48 h; Potency, µM (top dose mostly 46.1 µM), for inactives: at the highest dose re-replication activation, hits mostly activators; note: potency is the fitted concentration of half-maximal effect; % of control where 0% means no effect; nearly all actives have a fitted effect of over 55% in size
#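 Hoechst fluorescence of nuclei (405 nm excitation, 500-530 nm emission) measured by plate-scanning imager after 48 hr compound exposure at 37 C; re-replication scored as increased number of nuclei with elevated intensity.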
# HT1080-NT tox: kills 2HG-producing HT-1080-NT fibrosarcoma cells | HT-1080-NT fibrosarcoma viability, CellTiter-Glo ATP luminescence, 48 h | Potency, µM (top dose mostly 46.1 µM), without a hit: top-dose activity, negative = less viability, most hits filed as cytotoxic | 360,000 tested, 1.6% active | AID 686970;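 note: NT is the 2HG producing partner of a matched IDH1 knockdown line; potency is the fitted concentration of half-maximal effect; 0% = DMSO-treated cells and -100% = media-only wells without cells; nearly all actives have a fitted effect of over 55% in size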
#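 Compounds were tested in concentration-response format on HT-1080-NT cells for 48 hours at 37 degrees C. Cell viability came from CellTiter-Glo luminescence; curves were classified by r2, response magnitude and activity.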
# KB-3-1 cytotox: kills parental KB-3-1 adenocarcinoma cells; KB-3-1 viability, CellTiter-Glo ATP luminescence, 72 h; Potency, µM (series often up to 46.1 µM), without a hit: at the top dose activity change, negative = cytotoxic, actives largely listed as cytotoxic; 400,000 tested, 1.4% active; note: potency is the fitted concentration of half-maximal effect; % is set by controls: 0 for no effect and ±100 for the full control effect; nearly all actives have a fitted effect of over 60% in size
#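 Screening of KB-3-1 cells (DMEM, 10% FBS, phenol-red free) ran from lowest to highest compound concentration; after 72 h at 37 °C viability was read luminescently and curves fitted.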
# MCF10A rerep: DNA re-replication induction in MCF 10a cells | MCF 10A DNA re-replication, Hoechst nuclear intensity, 48 h | Potency, µM (doses to about 46.1 µM), inactives show at the highest dose activity, positive = re-replication, actives largely listed as activators | 350,000 tested, 2.9% active; note: potency is the fitted concentration of half-maximal effect; % of control where 0% means no effect; nearly all actives have a fitted effect of over 50% in size
# ATXN2 expr inh: inhibitors of ATXN2 expression | HEK-293 ATXN2-luciferase reporter, luminescence, 24 h | Potency, µM (top dose mostly 57 µM), inactives show top-dose activity change, negative = inhibition, usual class: inhibitors | 360,000 tested, 0.72% active | AID 1745845; note: potency is the fitted concentration of half-maximal effect; % is set by controls: 0 for no effect and ±100 for the full control effect; nearly all actives have a fitted effect of over 55% in size
#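 qHTS (up to 57 uM final) was run with 24 h compound exposure of reporter cells at 37 °C. Each well was multiplexed: SteadyGlo luminescence measured ATXN2-luciferase expression after a fluorogenic Gly-Phe-AFC viability readout (25 uM final).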
# KB-V1 cytotox: kills drug-selected multidrug resistant KB-V1 cells | KB-V1 MDR cells viability, CellTiter-Glo, 72 h | Potency, µM (series often up to 46.1 µM), without a hit: at the top dose activity change, negative = cytotoxicity, hits mostly cytotoxic | 400,000 tested, 3.4% active | AID 1347076; note: potency is the fitted concentration of half-maximal effect; % is set by controls: 0 for no effect and ±100 for the full control effect; nearly all actives have a fitted effect of over 60% in size
#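 Readout: CellTiter-Glo luminescence, 10 min after addition. Cells: KB-V1 MDR subline, 72 h at 37 degrees C with compound. Analysis: corrected, normalized data fitted to concentration-effect curves.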
# HT1080 IDH1KD tx: HT-1080 IDH1 knockdown cell toxicity (counter line) | AID 686971 | 360,000 tested, 2% active | Potency, µM (titrated, usually from 46.1 µM), for inactives: at the highest dose activity, negative = toxicity, actives largely listed as cytotoxic | HT-1080 IDH1 knockdown viability, ATP luminescence, 48 h;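 note: potency is the fitted concentration of half-maximal effect; 0% = DMSO wells and -100% = cell-free medium wells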
#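 Cytotoxicity counter-line: IDH1KD HT-1080, 48 h, CellTiter-Glo. Curves classed by r2, magnitude and activity.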
# * = called active by the depositor; i = inactive; ? = inconclusive; / = not tested or not shown; [ ] = dose if it differs, or a comment. Unless noted, calls come from the whole dose curve; as a rule, active = well fitted curve in the direction sought with a large enough effect; inconclusive = small, poorly fitted or top-dose-only effect, or another doubt; inactive = no such curve, though single readings can be large; an effect the other way counts as inactive or inconclusive. No enrichment for hits, and some 11% of all compounds hit somewhere here.
smiles | S2 tox | HT1080-NT tox | IL1B secr inh | HT1080 IDH1KD tx | KB-3-1 cytotox | SW480 rereplic | MCF10A rerep | KB-V1 cytotox | ATXN2 expr inh
Cc1ccnc(NS(=O)(=O)c2ccc(NC(=O)C(C)(C)C)cc2)n1 | i | 3% | 3 | 4% | 7% | -2% | -19% | -10% | 16%
O=[N+]([O-])c1ccc(Cl)c(S(=O)(=O)n2ccnc2)c1 | i | 7% | 2 | 7% | 21% | -6% | 0% | 1% | 8%
O=C(c1cn(-c2ccccc2)nc1-c1ccccc1)N1CCN(c2ccccn2)CC1 | ? | ? | -2 | -23% | ? | ? | ? | 21µM* | /
COCCN(CCOC)S(=O)(=O)c1ccc(C(=O)Nc2ccncc2)cc1 | i | 17% | 23 | 5% | -4% | -9% | -2% | ? | 4%
CN(Cc1ccccc1)C(=O)COC(=O)Cc1ccc(Cl)cc1 | i | 12% | -3 | 18% | ? | -2% | -8% | ? | 0%
Cc1cccnc1C(NC(=O)C1CCN(Cc2ccc(Cl)cc2)CC1)c1ccccc1 (stereo not given) | i | ? | ? | ? | 0% | / | / | 0% | -18%
CCC(C(=O)NCCCN(CC)Cc1ccccc1)n1nc(C)c2sc3ccccc3c2c1=O (stereo not given) | i | 2% | 12 | ? | 2% | -7% | 2% | 10% | /
COc1ccc(OC)c(S(=O)(=O)N2CCC(C(=O)N3CCOCC3)CC2)c1 | i | 13% | -18 | 5% | 10% | -3% | -3% | -6% | 7%
Cc1ccc2cc(C#N)c(SCC(=O)N3CCCc4ccccc43)nc2c1 | i | 13% | 0 | 17% | 6% | -3% | -7% | -21% | -9%
O=C(CN1C(=O)C2CCCCC2C1=O)Nc1nc2ccc(F)cc2s1 (stereo not given) | i | 1% | 4 | 1% | -3% | -71%[inhibitor] | -18% | -25% | 19%
Cn1c(C(=O)NCCCN2CCCC2=O)cc2c(=O)n(C)c3ccccc3c21 | i | 8% | -10 | 10% | ? | -5% | 3% | 0% | -1%
Cc1ccccc1CS(=O)(=O)Cc1ccc(C(=O)NCC2CCCO2)o1 (stereo not given) | i | -6% | 7 | 0% | 1% | -3% | 0% | -9% | -4%
O=C(C[C@@H]1CC[C@@H]2[C@H](COC[C@H](O)CN2CCC(F)(F)F)O1)NCc1ccc2c(c1)OCO2 | / | 5% | 9 | 5% | 11% | / | / | -3% | /
CCc1ccccc1NCC(=O)Nc1ccc(Cl)c(C(F)(F)F)c1 | ? | ? | / | ? | ? | ? | ? | 21µM* | ?
NC(=O)NC(=O)COC(=O)c1cccc(S(=O)(=O)N2CCCCCC2)c1 | i | 21% | 4 | 5% | 10% | -12% | -2% | -7% | /
O=C(c1cccnc1)N1CCN(Cc2cccc(F)c2)CC1 | i | 7% | 12 | 1% | 1% | ? | ? | -12% | -4%
O=[N+]([O-])c1ccccc1-c1cc(-c2cc(Cl)ccc2O)n[nH]1 | ? | -8% | -101* | -13% | -21% | -25% | ? | ? | 0%
O=C(NCCN1CCOCC1)c1ccc(CS(=O)(=O)c2ccc(Br)cc2)o1 | i | 19% | -5 | 0% | -2% | 0% | -4% | 0% | 10%
Cc1cc(NC(=O)CSc2nnc(-c3cccnc3)n2N)no1 | i | 11% | 7 | 13% | 17% | -7% | 0% | 6% | -18%
O=C(Nc1nc2ccc(S(=O)(=O)N3CCCCC3)cc2s1)c1ccncc1 | i | -21% | 17 | -3% | -1% | -4% | 11% | 0% | 1%
CC(C)(C)c1[nH]nc2c1C(c1ccoc1)C(C#N)=C(N)O2 (stereo not given) | i | 11% | -3 | 13% | -10% | 2% | 6% | ? | 0%
N#CC1=C2SCN(Cc3ccccc3)CN2C(=O)CC1c1ccc2c(c1)OCO2 (stereo not given) | i | -2% | 16 | 1% | 4% | 20% | 11% | 6% | 1%
O=C1c2ccc3c4c(ccc(c24)C(=O)N1c1cccc(O)c1)CC3 | i | 3% | -3 | 14% | 14% | 10% | 2% | 21% | -13%
Cc1cc(C)n(CC(=O)NNC(=O)c2ccc(NC(=O)CC#N)cc2)n1 | i | 5% | 18 | 0% | 2% | ? | 1% | -11% | 5%
COc1ccc(N2CCN(S(=O)(=O)CCNC(=O)c3ccco3)CC2)cc1 | i | 2% | -10 | -1% | 0% | 0% | -1% | -29% | -1%
O=C(Nc1ccccc1)c1ccc(=O)n(Cc2cccc(Cl)c2)c1 | i | -12% | -22 | -6% | -2% | -6% | -3% | ? | -29%
CCOc1cccc(/C=N/N2C(=O)CSC2=S)c1O | i | -4% | -4 | -11% | -2% | -1% | 3% | -2% | -24%
Cc1cccnc1NC(=S)NC(=O)c1cccs1 | i | 6.3µM* | 31 | 7.1µM* | 10% | ? | 3% | -18% | 113%[activator]
O=C(Nc1ccc(S(=O)(=O)NCCc2ccccc2)cc1)c1ccc(Br)o1 | i | -20% | -5 | -5% | -9% | 3% | 14% | 10µM* | -8%
CC(C)C[C@H]1CNC(=S)N1CC1CCCN1C[C@H](CC(C)C)N1C[C@H](CC(C)C)N(CCc2ccccc2)C1=S (stereo not given in full) | ? | -2% | 16 | -4% | ? | -2% | -1% | -9% | ?
Cc1ccc(NC(=O)c2ccc(Cl)cc2Cl)cc1O | i | -6% | -15 | -2% | -3% | -2% | -7% | -16% | 50%[activator]
O=C(NCCCCc1ccccc1)c1cccc(NC(=O)C2CCCC2)c1 | ? | -4% | ? | -4% | 0% | -1% | 7% | 0% | -11%
COc1ccccc1CC(=O)Nc1ccc(NC(=O)c2cccs2)cc1 | ? | 0% | -12 | 5% | 0% | -3% | 16% | -1% | -7%
Cc1cc(NC(=O)CSC2=Nc3ccccc3C3=NC(Cc4ccccc4)C(=O)N23)n[nH]1 (stereo not given) | i | 1% | -19 | 13% | 3% | -20% | 2% | 4% | ?
Cc1cccc(N2CC(C(=O)Nc3ccccc3N3CCOCC3)CC2=O)c1C (stereo not given) | i | 0% | 11 | 3% | 21% | -1% | 1% | 7% | 0%
CCc1cccc(CC)c1NC(=O)c1c(C)oc2ccc(O)c(CN3CCCC3)c12 | 16µM* | / | / | / | 1% | / | / | ? | -25%
CCOC(=O)C(C)N1C(=O)S/C(=C\c2ccc(-c3ccccc3C(=O)O)o2)C1=O (stereo not given) | i | 2% | 3 | 3% | -2% | ? | -8% | 18% | /
Cc1ccn2c(C(=O)N/N=C\c3ccc4c(c3)OCO4)c(C)nc2c1 | i | -2% | 12 | -3% | 4% | 6% | 3% | 2% | -6%
COc1ccc(NC(=O)C(C)N(c2ccc(C)cc2)S(C)(=O)=O)c(OC)c1 (stereo not given) | i | 17% | -3 | 22% | 10% | 0% | 0% | -21% | 5%
CCOc1ccccc1NC(=O)Cn1nnc(-c2ccc(OCC)c(OCC)c2)n1 | ? | -8% | 2 | 0%[9.24 µM] | -1% | -5% | -7% | 0% | -7%
CC(C)Nc1nnc(SCC(=O)Nc2ccc(F)cc2)s1 | i | 0% | -5 | ? | -18% | 7% | -2% | -27% | 6%
CCSc1nc2ccccc2c(=O)n1-c1c(C)n(C)n(-c2ccccc2)c1=O | i | -5% | -17 | -2% | 1% | 9% | 0% | -29% | -9%
O=C(c1cccs1)N1CCCc2cc(NS(=O)(=O)c3ccc(Cl)cc3)ccc21 | ? | / | / | / | -27% | / | / | 0% | ?
CC(=O)Nc1ccc(NC(=O)Nc2cc(C)cc(C)c2)cc1 | ? | 6% | -13 | 9% | 10% | 31% | ? | 1% | 3%
O=C(CSc1nnc(Cn2c(=O)sc3ccccc32)n1-c1ccccc1)Nc1nccs1 | i | 2% | -9 | -4% | -5% | 3% | -1% | -11% | -7%
CCOC(=O)C1CCN(C(=O)c2ccc(NS(=O)(=O)c3ccc(F)cc3C)cc2)CC1 | i | -3% | -97* | -5% | 7% | -1% | 2% | -16% | -2%
COc1cccc(N2CCN(S(=O)(=O)c3ccc4ccccc4c3)CC2)c1 | i | -6% | 0 | -10% | 0% | -1% | 22% | -22% | -11%
O=C(c1cccs1)N1N=C(c2ccc(O)cc2)CC1c1ccccc1 (stereo not given) | ? | ? | 15 | ? | -3% | 1% | ? | -8% | 7%
O=C(C1CC12CCCC2)N1CCC(CO)(Cc2ccccc2Cl)CC1 (stereo not given) | i | -3% | -15 | -1% | -6% | -12% | 1% | -20% | 1%
CC(C)CN(C(=O)C1CCCCC1)C1CCS(=O)(=O)C1 (stereo not given) | ? | 3% | 0 | 0% | -6% | -1% | ? | 2% | -4%
NS(=O)(=O)c1ccc(NC(=O)COC(=O)CSc2n[nH]c(-c3ccccc3)n2)cc1 | i | -5% | 25 | 5% | 14% | 1% | 1% | -2% | 4%
CC(=O)c1sc(C(C)(C)C)cc1NC(=O)CCC(=O)O | i | 8% | -6 | -4% | 0% | -16% | -3% | 0% | -9%
Cc1ccccc1-n1ncc(C(C)NS(=O)(=O)c2ccccc2Cl)c1C (stereo not given) | i | 3% | 24 | 3% | / | 15% | 3% | / | 1%
CN1/C(=C/c2cc[n+](C)c3ccccc23)C=Cc2ccccc21 | ? | 7.3µM* | -97* | 5.8µM* | 6.5µM* | 3% | 22% | -24% | 3.8µM*
Cc1ccc(S(=O)(=O)Nc2ccc3c(c2)C(=O)NC3=O)cc1[N+](=O)[O-] | i | 0% | 15 | 4% | / | -3% | 1% | / | 8%
CC(CNC(=O)c1ccccc1Cl)NC(=O)c1ccccc1Cl (stereo not given) | i | 17% | / | 17% | 1% | ? | -51% | -18% | -14%
O=C(CSc1nc(-c2cccs2)nc2cc(=O)[nH]n12)Nc1ccccc1 | i | / | / | / | 16% | / | / | 9% | 2%
CCOC(=O)N1CCN(C(=O)c2ccccc2N(Cc2ccccc2)S(=O)(=O)c2ccccc2)CC1 | i | -21% | 8 | -20% | ? | 18% | 18% | 17% | -13%
